JMJD2A Tudor inh – qHTS Assay for Inhibitors of JMJD2A-Tudor Domain | Lysine-specific demethylase 4A (Homo sapiens), O75164 | AlphaScreen JMJD2A-Tudor / H3K4me3 peptide binding | Potency, µM (titrated, usually from 114 µM), inactives show at the highest dose activity change, negative = inhibition, most hits filed as inhibitors | 4.4% of 390,000 active | AID 504339, 2011; further: potency means the concentration at half of the fitted maximal effect; on the % scale 0 is the no-effect control and ±100 the full control effect; nearly all actives have a fitted effect of over 50% in size
PI4K2A inh – qHTS for small molecular inhibitors of PI4K2A. AID 1346378, 2018. Phosphatidylinositol 4-kinase type 2-alpha (Homo sapiens), Q9BTU6. purified PI4K2A, ADP-Glo luminescence, 1 h; active compounds read low. 0.13% of 420,000 active. activity change, negative = inhibition, % at 76.9 µM; in the data active means activity change below about -50%; inconclusive means mostly about -30% to -49%;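 further: -100% = wells without enzyme as full effect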
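Compounds are screened against recombinant PI4K2A using PI as substrate and ATP, the latter dispensed at 300 microM. Reactions run one hour at ambient temperature before ADP-Glo detection; full inhibition defined by wells lacking enzyme.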
ERG Ets-DNA blk – qHTS for Small Molecule Inhibitors of the ERG Ets/DNA interaction | Transcriptional regulator ERG (Homo sapiens), P11308 | fluorescence polarization, His-ERG Ets domain / labelled DNA | Potency, µM (series often up to 76.9 µM), for the others: at the highest dose FP activity, negative = inhibition, hits mostly inhibitors | 0.028% of 370,000 active; active means well fitted inhibition curve with a large enough effect in the polarisation, with a control signal flat; inconclusive means small, poorly fitted or top-dose-only effect, or effect the other way, or a change in a side signal; inactive means no such curve, though single readings can be large or run the other way; the % refers to the polarisation;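 further: polarization taken with two DNA probes labelled with fluorescein and Texas red; potency means the concentration at half of the fitted maximal effect; % of control where 0% means no effect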
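His-tagged ERG Ets domain (1 uM in the protein solution; 300mM KCl, 50mM Tris-HCl, 1mM EDTA, 1mM DTT, pH 7.5) received compound, then a probe mix of 5 nM fluorescein-DNA and 100nM Texas-615-DNA. Fluorescence polarization was read for both dyes.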
HP1b chromo inh – HTS for Inhibitors of HP1-beta Chromodomain Interactions with Methylated Histone Tails. AlphaScreen HP1-beta / biotin-H3K9me3 peptide binding. 0.56% of 390,000 active. Chromobox protein homolog 1 (Homo sapiens), P83916. Potency, µM (titrated, usually from 114 µM), for the others: at the highest dose activity change, negative = inhibition, usual class: inhibitors; further: potency means the concentration at half of the fitted maximal effect; nearly all actives have a fitted effect of over 70% in size; inactives centre near 23
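AlphaScreen: HP1-beta (50 nM) preformed 30 min with biotin-H3(1-18)K9me3 peptide (50 nM) in PBS pH 7.4, 0.01% Tween-20. Compound added for 30 min at RT, then streptavidin donor/nickel chelate acceptor beads (10 ug/mL) for 30 min.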
RGS4 inhibitor – Inhibitors of Regulator of G Protein Signaling (RGS) 4: qHTS | Regulator of G-protein signaling 4 (Homo sapiens), P49798 | Transcreener GDP fluorescence polarization, RGS4-accelerated GTP hydrolysis | Potency, µM (titrated, usually from 114 µM), without a hit: at the highest dose activity change, negative = inhibition, usual class: inhibitors | 0.039% of 390,000 active | AID 504845, 2011; further: potency means the concentration at half of the fitted maximal effect; on the % scale 0 is the no-effect control and ±100 the full control effect; nearly all actives have a fitted effect of over 75% in size; some results filed as inactive show a strong effect at the top dose
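MLSMR compounds (23 nl, pin-transferred) preincubated 10 min at room temperature with a 500nM (2x) first reagent, then RGS4 at 900nM (2x) plus Transcreener GDP mix added; fluorescence polarization (620/688 nm) read before and after 90 min at 30 °C.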
GLS inhibitor – qHTS for Inhibitors of Glutaminase (GLS). 0.21% of 410,000 active. GLS enzymatic activity, qHTS titration. Potency, µM (series often up to 45.5 µM), for inactives: top-dose activity change, negative = inhibition, actives largely listed as inhibitors; further: potency means the concentration at half of the fitted maximal effect; on the % scale 0 is the no-effect control and ±100 the full control effect
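Assay buffer: 45 mM KH2PO4 pH 8.2, 0.02% Tween-20. hKGA acts on L-glutamine (1 mM solution added); product glutamate is reported by an oxidase/peroxidase Amplex Red coupling, with fluorescence taken at baseline and 30 min.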
12-LOX inh – Primary qHTS assay for inhibitors of human arachidonate 12S-lipoxygenase (ALOX12): Round 2 | Polyunsaturated fatty acid lipoxygenase ALOX12 (Homo sapiens), P18054 | purified 12hLO, xylenol orange hydroperoxide absorbance | Potency, µM (top dose mostly 108 µM), without a hit: at the highest dose activity change, negative = inhibition, usual class: inhibitors | 1.1% of 580,000 active | AID 1671190, 2021; further: potency means the concentration at half of the fitted maximal effect; on the % scale 0 is the no-effect control and ±100 the full control effect
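Purified human 12hLO (150 nM final) in 25 mM Hepes, 0.01% Triton X-100, pH 7.0 was preincubated 15 min at room temperature with compound. Then 40 uM arachidonic acid was added, 30 min. Hydroperoxide was read by Fe-XO absorbance ratio 573/405 nm.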
BAZ2B block – qHTS Assay for Inhibitors of BAZ2B. 4.4% of 360,000 active. Potency, µM (highest dose often 114 µM), inactives show at the highest dose activity change, negative = inhibition, usual class: inhibitors. AID 504333, 2011. Bromodomain adjacent to zinc finger domain protein 2B (Homo sapiens), Q9UIF8. AlphaScreen BAZ2B-H3K14Ac peptide displacement; further: potency means the concentration at half of the fitted maximal effect; on the % scale 0 is the no-effect control and ±100 the full control effect; nearly all actives have a fitted effect of over 60% in size
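Multi-concentration screen (max 110 uM) measuring displacement of acetylated histone H3 peptide from BAZ2B by AlphaScreen, using 50 nM protein, 50 nM peptide and 10 ug/mL streptavidin donor plus Ni-chelate acceptor beads.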
G9a block – qHTS Assay for Inhibitors of Histone Lysine Methyltransferase G9a; Potency, µM (titrated, usually from 102 µM), for inactives: top-dose activity, negative = inhibition, actives largely listed as inhibitors; 8.8% of 350,000 active; AID 504332, 2011; G9a H3K9 monomethylation, AlphaScreen, 2 h; Histone-lysine N-methyltransferase EHMT2 (Homo sapiens), Q96KQ7; further: potency means the concentration at half of the fitted maximal effect; on the % scale 0 is the no-effect control and ±100 the full control effect; nearly all actives have a fitted effect of over 75% in size
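Enzyme 20 nM + cpd, 15 min RT; add b-H3K9 pep 500 nM / SAM 20 uM; 2 h RT; anti-H3K9me1 Ab 0.5 ug/mL + SA donor / anti-rabbit acceptor beads 20 ug/mL each, 10 min; AlphaScreen read.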
* hit, by the source's call; u = inconclusive; x = not tested or not shown; & = joins results of further samples; [ ] = dose if it differs, or a comment. Unless noted, the call rests on the fitted dose curve; in most records, active means well fitted curve in the direction sought with a large enough effect; inconclusive means small, poorly fitted or top-dose-only effect, or another doubt; inactive means no such curve, though single readings can be large; an effect the other way counts as inactive or inconclusive. This is a subset (hit frequency here may not be typical).

GLS inhibitor | 12-LOX inh | HP1b chromo inh | JMJD2A Tudor inh | G9a block | RGS4 inhibitor | PI4K2A inh | ERG Ets-DNA blk | BAZ2B block | canonical_smiles
0% | -18% | 13% | -19% | -1%[59 µM] | -29% | -3 | -2% | 1%[57.1 µM] | Cc1ccc(NC(=O)Cn2cc(C(=O)c3ccco3)c3ccccc32)cc1C
-4% | -30% | 7% | -2% | 0% | 1% | -7 | 4% | 3% | CC1=CCC2C(=O)N(c3cccc(C(=O)NCc4ccccc4)c3)C(=O)C2C1 (stereo not drawn)
4% | 5% | 27% | -5% | 28%[59 µM] | -22% | -2 | 1% | 2% | COC(=O)c1ccccc1NC(=O)C1CC(=O)N(c2ccc(F)cc2)C1 (stereo not drawn)
35%[activator] | -1% | 20% | -35% | x | -7% | -3 | -2% | x | Cc1ccc(S(=O)(=O)Nc2cccc3c2O[C@@H](CN(C)C(=O)Nc2ccc4c(c2)OCO4)[C@H](C)CN([C@@H](C)CO)C3=O)cc1
-4% | u | 5.6µM* | 4.5µM* | 4.5µM* | -29% | 1 | 2% | 2.5µM* | CC1=NN(c2ccc(C)cc2)C(=O)/C1=C\C=C\c1ccccc1
u | 5% | 15% | 25µM* | u | -44% | -7 | 36%[activator] | -6% | CO/N=C(\C(=O)N[C@@H]1C(=O)N2C(C(=O)O)=C(COC(N)=O)CS[C@H]12)c1ccco1
-2% | u | 63%[activator] | -3% | x | -5% | 0 | -5% | x | Cc1ccc(S(=O)(=O)N2C[C@@H]3[C@H]4CC[C@H](C4)[C@@H]3[C@@H](C)[C@H]2C#N)cc1
3% | 7% | 12% | -12% | 0% | -3% | -2 | -1% | 6% | Cc1ccc(NS(=O)(=O)c2cccc(C(=O)NCCCN3CCCC3=O)c2)cc1
-4% | -1% | 30% | -1% | 0% | -1% | 9 | -11% | 6% | N#CC1(NC(=O)COC(=O)CSc2ccc(F)cc2)CCCCC1
2% | -11% | 32% | -13% | 16% | 7% | -3 | -4% | -3% | Cc1ccccc1OC(C)C(=O)Nc1cccnc1 (stereo not drawn)
5% | 19% | 12% | -22% | -8%[59 µM] | 11% | -1 | 14% | 3% | CC(=O)c1ccc(O)c(CC=C(C)C)c1
-6% | -24% | 47%[activator] | -7% | u | -23% | 1 | 13% | -11% | COc1ccc(-n2c(-c3ccc(Br)cc3)c[n+]3c2SC(C)C3)cc1 (stereo not drawn)
-8% | -17% | 9% | -10% | -21% | 3% | 1 | -1% | -32% | CSCCC(NS(=O)(=O)c1ccc2c(c1)OCCO2)C(=O)N(C)Cc1ccc(F)cc1 (stereo not drawn)
-8% | -30% | 8% | 10% | u | -31% | 1 | -10% | -17% | CCOC(=O)CSc1nc2c(c(-c3ccc(C)o3)c1C#N)CCCC2
1% | u | 40%[activator] | -11% | -2%[59 µM] | -52% | 18 | -20% | -29% | N#C/C(=C\c1cccc([N+](=O)[O-])c1)C(=O)NCc1cccnc1
-13% | u | u | 79µM* | u | u | 1 | -5% | u | Cc1cc(C)n(CCc2nc(-c3ccc(C)o3)cs2)n1
-1% | -20% | 47%[activator] | -5% | 30%[12.7 µM] | -23% | 9 | -1% | -5% | Cc1ccccc1-c1noc(N)c1C#N
11% | -14% | 24% | -6% | 10% | -7% | -4 | 5% | -6% | CCOc1ccc(N(CC(=O)Nc2cccc(C)c2C)S(=O)(=O)c2c(C)[nH]c(=O)[nH]c2=O)cc1
2% | -1% | u | 7.1µM* | 10µM* | 24% | -6 | 5% | 10µM* | CN(C)c1ccc(N=Nc2ccccc2C(=O)OCC(=O)Nc2ccccc2C(F)(F)F)cc1
-7% | 75%[activator] | 28% | 12% | x | -3% | -4 | 9% | x | CCOc1ccc(C(=O)NC2CCCCCCC2)cc1
11% | 368%[activator] | -4% | -22% | u | 16% | -2 | 2% | -36% | Cc1nc2ccc(S(=O)(=O)NCC(=O)NCCN3CCCCCC3)cc2s1
2% | 2% | 30% | 2% | 2%[59 µM] | -17% | 3 | 0% | 6% | COC(=O)c1sccc1S(=O)(=O)N(CC(=O)Nc1ccccc1)c1ccccc1
12% | 0% | 4% | -23% | 1%[59 µM] | -22% | 8 | x | u | O=C(NNc1cc(N2CCOCC2)nc(N2CCOCC2)n1)c1ccc(Cl)c(Cl)c1
-3% | 1% | 6% | -17% | -25%[59 µM] | 6% | -5 | -2% | -1% | Cc1ccc(C)c(N2C(=O)c3ccc(C(=O)OCC(=O)c4c(N)n(C)c(=O)n(C)c4=O)cc3C2=O)c1
1% | x | 24% | -13% | 15% | -6% | 3 | -5% | -15% | CCOCCCN1C(=O)C2C(C(=O)Nc3ccc(OCC)cc3)C3C=CC2(O3)C1C(=O)NC1CCCCC1 (stereo not drawn)
x | -2% | 12% | -1% | 56µM* | -6% | -2 | 10% | u | CCOc1cccc(NC(=O)C(Cc2cccs2)c2nn[nH]n2)c1 (stereo not drawn)
-5% | 44%[activator] | 6% | -10% | 3% | 4% | -3 | -9% | 3% | CC(C)C[C@H](NC(=O)NC1CCCc2ccccc21)C(=O)O (stereo partly drawn)
1% | -18% | 16% | -17% | 14%[2.33 µM] | u | -3 | 0% | 6% | O=C(c1ccc(Br)o1)N1CCC(c2nc3ccccc3[nH]2)CC1
-3% | -6% | 15% | -2% | 32µM* | -16% | -4 | -3% | -37% | COc1ccc(CCN2CN(S(=O)(=O)c3ccccc3)c3nc4ccccc4nc32)cc1OC
9% | u | 57%[activator] | -16% | 7%[12.7 µM] | -3% | 0 | -2% | -7% | COc1ccc(S(=O)(=O)N(CCc2ccccc2)CC(=O)O)cc1Cl
-1% | -30% | 58%[activator] | -9%[11.4 µM] | -3% | -38% | 4 | 13% | -12% | CC(C)(C)c1ccc(S(=O)(=O)C(C)(C)C)cc1
3% | 2% | 27% | 9% | -3%[59 µM] | 4% | 3 | 2% | -11% | CCCCc1ccc(-n2nc3cc(Cl)c(NC(=O)c4ccc(OC)cc4)cc3n2)cc1
3% | 5%&-17% | 40%[activator] | -5% | 31%[59 µM] | 6% | 2 | 3% | -3% | CC[C@H](C)[C@H](NC(N)=O)C(=O)Nc1ccc(C)cc1
-29% | u | 12% | -28% | u | -37% | -2 | -1% | -38% | COC(=O)/C=C1\S/C(=N\N=C\CC(=O)OC)NC1=O
2% | u | 18% | u | -3%[59 µM] | 10% | 1 | -2% | -21% | CCOC(=O)c1cc(OC(=O)c2cccc(Cl)c2)n(-c2ccccc2)n1
15% | 10% | u | 18µM* | u | -16% | -3 | 4% | -17% | CC1CC(C)C[N+](=C2C=C(N3CCCC3)CC(C)(C)C2)C1 (stereo not drawn)

Some of these compounds in order of the 12-LOX inh value, lowest first.
SMILES	12-LOX inh
COc1ccc(CCN2CN(S(=O)(=O)c3ccccc3)c3nc4ccccc4nc32)cc1OC	-6%
CCCCc1ccc(-n2nc3cc(Cl)c(NC(=O)c4ccc(OC)cc4)cc3n2)cc1	2%
CC1CC(C)C[N+](=C2C=C(N3CCCC3)CC(C)(C)C2)C1 (stereo not drawn)	10%

The listing continues.
GLS inhibitor | 12-LOX inh | HP1b chromo inh | JMJD2A Tudor inh | G9a block | RGS4 inhibitor | PI4K2A inh | ERG Ets-DNA blk | BAZ2B block | canonical_smiles
-1% | 11% | 37% | -9% | -12%[59 µM] | -37% | 14 | -11% | 4% | O=C(NC(=S)NNS(=O)(=O)c1ccccc1)c1ccccc1[N+](=O)[O-]
-9% | -12% | 38% | 10% | 2%[0.501 µM] | -35% | 1 | -17% | 2% | CCN(C(=O)COC(=O)CSc1cc(C)c2ccccc2n1)c1ccccc1
9% | -4% | 37% | 10% | 8% | -7% | 1 | 5% | 2% | CC(C)CCNC(=O)c1csc2c1CCCCC2
2% | 0% | 53%[activator] | 25% | -14%[59 µM] | 2% | -1 | -3% | 30% | CCS(=O)(=O)c1ccc(-c2csc(-c3ccc(Cl)cc3)n2)c(Cl)c1Cl
-15% | u | 1% | u | 8.9µM* | u | 1 | -2% | u | S=C1NC2=C(CCC/C2=C\c2ccccc2)C(c2ccccc2)N1 (stereo not drawn)
-29% | u | 17% | -5% | -15%[59 µM] | -5% | 3 | -4% | 0% | Cc1ccc(CNC(=O)CSc2ncc3c(n2)-c2cc(Cl)ccc2N(C)S3(=O)=O)cc1
